Screens: PubChem, Icahn School of Medicine at Mount Sinai
RBX1-CUL1 inh = human ROC1-CUL1 E3 ligase inhibition. P62877+Q13616. in vitro K48 di-Ub FRET, acceptor:donor ratio, 45 min. inhibition, % at 10 µM. actives 0.6% (n = 140,000); in the data active = inhibition above about 25%
Target sequence (P62877 whole entry, looked up): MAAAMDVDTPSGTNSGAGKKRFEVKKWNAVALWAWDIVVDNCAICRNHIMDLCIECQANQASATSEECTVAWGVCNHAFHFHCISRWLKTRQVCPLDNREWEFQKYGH
Target sequence (Q13616 whole entry, looked up): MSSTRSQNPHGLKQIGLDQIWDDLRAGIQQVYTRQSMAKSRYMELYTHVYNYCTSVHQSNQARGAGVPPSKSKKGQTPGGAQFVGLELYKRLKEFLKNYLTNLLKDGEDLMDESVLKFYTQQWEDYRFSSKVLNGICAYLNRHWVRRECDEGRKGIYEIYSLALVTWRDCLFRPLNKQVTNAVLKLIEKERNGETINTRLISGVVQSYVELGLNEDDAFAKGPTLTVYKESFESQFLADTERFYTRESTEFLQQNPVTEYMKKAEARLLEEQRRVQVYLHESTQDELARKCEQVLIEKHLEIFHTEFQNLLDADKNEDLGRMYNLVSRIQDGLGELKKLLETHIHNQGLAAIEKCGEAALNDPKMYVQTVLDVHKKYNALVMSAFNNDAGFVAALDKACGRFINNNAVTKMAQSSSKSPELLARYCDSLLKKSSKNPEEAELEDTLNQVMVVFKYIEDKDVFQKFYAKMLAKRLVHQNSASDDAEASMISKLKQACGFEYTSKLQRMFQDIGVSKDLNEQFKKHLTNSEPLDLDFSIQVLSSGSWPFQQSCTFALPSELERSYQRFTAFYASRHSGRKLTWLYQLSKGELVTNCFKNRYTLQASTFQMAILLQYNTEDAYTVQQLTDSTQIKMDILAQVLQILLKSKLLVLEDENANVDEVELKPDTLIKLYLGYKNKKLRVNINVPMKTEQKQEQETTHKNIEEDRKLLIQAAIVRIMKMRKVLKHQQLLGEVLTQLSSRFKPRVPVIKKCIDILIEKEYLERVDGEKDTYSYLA
An asterisk follows results filed as active. This is a subset; the hit share may differ from the screen's.

RBX1-CUL1 inh	SMILES
6.4	CN(C)C(=O)c1ccc(N2CCC(NCCC3(c4ccccc4)CCOC(C)(C)C3)CC2)cc1 (stereo unspecified)
4.3	CCOc1ccc2nc(SCC(=O)Nc3ccccc3)[nH]c2c1
-1.2	O=C(COC(=O)c1ccc(NC(=O)c2ccc(Br)cc2)cc1)c1ccc([N+](=O)[O-])cc1
-4.4	Nc1n[nH]c2c1C1(CCCC1)Cc1ccccc1-2
4.0	CC1CC(=O)NN=C1c1ccc(N2CCN(C(=O)Cc3ccc(Cl)cc3)CC2)cc1 (stereo unspecified)
5.2	CN(c1ccccc1)S(=O)(=O)c1nnc(NC(=O)c2ccco2)s1
-5.0	Cc1ccccc1C(=O)Nc1ccc(C(=O)OCc2cc(=O)n3nc(C(C)C)sc3n2)cc1
4.4	CCOC(=O)c1c(NC(=S)NC(NC(=O)c2ccccc2C)C(Cl)(Cl)Cl)sc2c1CCCC2 (stereo unspecified)
-4.6	C=CCN1C(=O)C(CC(=O)NCCc2ccccc2)SC1=Nc1ccc(C)c(Cl)c1 (stereo unspecified)
13.1	O=C(Nc1ccc([N+](=O)[O-])cc1)OCCSc1cn[nH]n1
6.1	CCCS(C)=NS(=O)(=O)c1ccc(C)cc1 (stereo unspecified)
-2.6	CCOc1ccccc1NC(=O)c1cccc(NC(=O)Cc2cccs2)c1
3.2	CCOc1ccc(/C=c2/sc3n(c2=O)C(c2cccc(F)c2)C2=C(N=3)c3ccccc3CC2)cc1Br (stereo unspecified)
-4.6	O=S(=O)(c1ccc(F)cc1)N1CCN(C/C=C/c2ccccc2)CC1
2.0	CC(=O)c1cccc(NC(=O)c2cnoc2C)c1
86.9*	COc1ccccc1CNc1c(F)c(F)c2nc3snc(C)c3cc2c1F
0.5	Cc1nc2cc(-c3cccc(F)c3)nn2c(C)c1CCC(=O)NC1CCCCC1
-2.9	O=C(Nc1ccc(Br)cc1)C(Cc1cccnc1)=NC(=O)c1cccc(Br)c1
2.1	Cc1cc(Br)c2nc(-c3ccncc3)oc(=O)c2c1
3.0	CC(OC(C)(C)C)C(NC(=O)OCc1ccccc1)C(=O)OCc1ccc([N+](=O)[O-])cc1 (stereo unspecified)
-2.8	O=C(c1ccco1)N1CCC2(CCCN(Cc3ccc(F)cc3)C2)C1 (stereo unspecified)
-0.5	CCCc1ccc(OCC(=O)N/N=C/C=C/c2ccccc2)cc1
9.9	CC(C)Cc1ccc(CN2CCCC(NC(=O)C3CCN(C(=O)N(C)C)CC3)C2)cc1 (stereo unspecified)
-3.3	CC(C)(C)c1ccc(C(=O)N2CCC(C(=O)Nc3ccc(C(F)(F)F)cc3)CC2)cc1
-2.3	O=C1CCC(=O)N1C(=O)c1c(F)c(F)c(F)c(F)c1F

3 of these compounds in a different format:
CC(C)Cc1ccc(CN2CCCC(NC(=O)C3CCN(C(=O)N(C)C)CC3)C2)cc1 (stereo unspecified)
  RBX1-CUL1 inh: 9.9

CC(C)(C)c1ccc(C(=O)N2CCC(C(=O)Nc3ccc(C(F)(F)F)cc3)CC2)cc1
  RBX1-CUL1 inh: -3.3

O=C1CCC(=O)N1C(=O)c1c(F)c(F)c(F)c(F)c1F
  RBX1-CUL1 inh: -2.3

New compounds follow.
RBX1-CUL1 inh	SMILES
-11.4	O=[N+]([O-])c1ccc(Cl)c(S(=O)(=O)n2nnc3ccccc32)c1
5.3	O=c1[nH]c(=O)c2c(-c3ccc(F)cc3)ccnc2[nH]1
11.6	COc1ccc(C)cc1S(=O)(=O)Nc1cccc(-c2ccc(N3CCCC3)nn2)c1
6.0	CC1=Nn2c(CSc3ccccc3)nnc2SC1
12.0	Cc1cnccc1CNC(=O)C1(N(C)CCc2ccccc2)Cc2ccccc2C1
-3.4	Cc1cc(C)cc(NC(=O)CCS(=O)(=O)c2ccc3c(c2)oc(=O)n3C)c1
3.2	O=C(c1ccc(F)cc1)N1CCN(c2ccc(Cl)c(Cl)c2)CC1
10.5	CNS(=O)(=O)c1ccc2c3c(cccc13)C(=O)N2
4.8	CN1CCCCC1C(=O)NCc1cccnc1N1CCOCC1 (stereo unspecified)
-13.8	O=C(c1ccc(N2CCC(O)CC2)nc1)N1CCCCC1CCn1cccn1 (stereo unspecified)
1.6	Cc1noc(-c2ccc(NCc3ccncc3)nc2)n1
-11.5	COc1ccc(/C(C)=N/NC(=O)CSCc2cc(C)cc(C)c2)cc1OC
7.4	O=c1[nH]c(=O)c2ncc(-c3ccc(Cl)cc3)nc2[nH]1
-3.2	CC1CCCC(OC(=O)Nc2ccccc2)C1 (stereo unspecified)
-2.6	CCc1cccc(C)c1NC(=O)CSc1nc2ccccc2s1
6.9	O=C(C1CCCN(C2CCN(c3nc4ccccc4o3)CC2)C1)N1CCCC1 (stereo unspecified)
4.7	Cc1ccc(S(=O)(=O)NC(C)C(=O)NCc2ccc(Cl)cc2)cc1 (stereo unspecified)
-4.5	COC(=O)c1cccc([N+](=O)[O-])c1
0.9	Cc1cc(N2CCC(C)CC2)nc2ccc(NC(=O)Cc3c(F)cccc3Cl)cc12
-3.3	CCN(CC)C(=O)CN(Cc1ccc(Br)cc1)S(=O)(=O)c1ccc(C)cc1
2.6	CCC1CN(CC(=O)NCC(c2ccccn2)N2CCOCC2)Cc2cc(OC)ccc2O1 (stereo unspecified)
-2.6	COC(=O)C1=C2CCCC[C@@]2(C)CCC1=O
-0.2	Cc1ccc(-c2nc3cc(Cl)ccc3o2)cc1NC(=O)c1ccccc1F
-4.1	CCOC(=O)C1CCCN(c2nc3c(S(=O)(=O)c4ccc(C)c(C)c4)nnn3c3ccc(Cl)cc23)C1 (stereo unspecified)
5.4	COc1cc(C=C2C(=O)OC(c3ccccc3)OC2=O)cc(Br)c1O (stereo unspecified)
-5.6	CCSC1=NC2(CCN(C(=O)NC3CCCCC3)CC2)N=C1c1ccc(Cl)cc1
1.7	Cc1nn(CC(=O)N2CCN(c3ccccc3)CC2)c(=O)c2cc3cc(F)ccc3n12
1.4	Fc1cccc(CN2CCC(c3nc(-c4cccnc4)ncc3-c3ccccc3)CC2)c1F
-10.9	CCN(CC1CCCN(CCc2cccc(F)c2)C1)C(=O)CC1CCN(C)CC1 (stereo unspecified)
-4.1	CC(C)Oc1ccc(C(=O)C2C(=O)C(=O)N(c3ccccn3)C2c2ccc(Cl)cc2)cc1 (stereo unspecified)
-7.6	Nc1nnc(CCCn2c3ccccc3c(=O)c3ccccc32)s1
-14.0	Cc1cc(C)cc(NC(=O)CSc2nnc(NC(=O)c3ccccc3Br)s2)c1
7.3	CCCCCCSc1nc2nc(C)cc(C)n2n1
7.5	C=CCNC(=O)c1nnn(-c2ccc(I)cc2)c1C
5.0	COc1ccc(C2c3c(C)nn(-c4ccccc4)c3OC(=N)C2C#N)cc1Cn1nc(C)c([N+](=O)[O-])c1C (stereo unspecified)
-2.1	Cc1cccc(CS(=O)(=O)Nc2c(C)cccc2C)c1
-1.8	CCOCCOC(=O)c1ccc(NC(=O)COc2ccc(Br)cc2)cc1
-2.2	Cc1ccc(Cl)cc1N1CCN(C(=O)Cn2ncc3c4ccccc4n(C)c3c2=O)CC1
-5.7	Cc1cccc(C(O)(C(=O)N/N=C/c2cc3ccccc3nc2N2CCCCC2)c2cccc(C)c2)c1
-7.2	O=C(Nc1ccc(-n2cnnn2)cc1)c1ccc(F)cc1F
-6.3	Cc1ccc(C)c(CN2C(=O)C(O)(c3c[nH]c4ccccc34)c3ccccc32)c1 (stereo unspecified)
15.7	COc1ccc(C2=NN(S(C)(=O)=O)C(c3cccs3)C2)cc1 (stereo unspecified)
-6.3	O=C(C1CCC(Cn2c(=O)c3sccc3n(Cc3cccc(F)c3)c2=O)CC1)N1CCOCC1 (stereo unspecified)
-6.6	CC1(C)OC2OC(C(=O)Nc3ccc(S(N)(=O)=O)cc3)C3OC(C)(C)OC3C2O1 (stereo unspecified)
5.0	O=C(Nc1ccc(CCO)cc1)c1ccc(C2CCCN2C2CCOCC2)s1 (stereo unspecified)
-1.3	Cc1ccc(O)c(NC(=O)C2=CC(c3cccs3)=NS(=O)(=O)N2C)c1
-3.7	O=c1oc2cc(OCCO)ccc2c2c1CCC2
8.6	CCC1C(=N)c2ccccc2N(C)C1=O (stereo unspecified)
-4.3	CCC(O)c1nc2ccccc2n1Cc1cc(C)ccc1C (stereo unspecified)
-4.2	COc1ccc(N2CCN(C(=O)c3ccc(-c4nc(COc5ccccc5)c(C)o4)cc3)CC2)cc1

(next part)
RBX1-CUL1 inh	SMILES
2.8	O=C(Nc1cnn(Cc2ccc(Cl)cc2)c1)c1ccc([N+](=O)[O-])cc1
-5.4	COCCN1Cc2cccc(C(=O)Nc3ccc(C)cc3C)c2C1=O
0.8	CC1CCc2nc3ncn(Cc4ccc(Cl)cc4)c(=O)c3cc2C1 (stereo unspecified)
7.3	Cc1nc(C)c(C(=O)N2CCC(C(Cc3ccc(F)cc3F)N(C)C(=O)c3cccnc3)CC2)s1 (stereo unspecified)
-5.5	CCCCNC(=O)C1CC(=O)N(c2cc(C)ccc2OC)C1 (stereo unspecified)
-5.7	COCCNC(=O)Cn1ccc2cc(S(=O)(=O)N3CCCCCC3)ccc21
0.9	N#C/C(=C/c1ccc(Cl)cc1)c1nc(-c2ccc(Br)cc2)cs1
11.2	O=C(O)c1cccnc1SC1CC(=O)N(C2CCCCC2)C1=O (stereo unspecified)
8.8	CC(C)c1ccc(Cc2cn3cc(-c4cc5ccccc5oc4=O)nc3s2)cc1
2.5	Cc1nc(N(C)C2CCCCC2)ncc1C(C)NC(=O)c1cccnc1 (stereo unspecified)
4.8	COc1ccc(-c2noc(CSc3nnc(Cc4ccccc4)n3-c3ccccc3)n2)cc1OC
4.8	Brc1cc2sc(Br)c(Br)c2s1
-2.2	C#CCN1C(=O)S/C(=C/c2c(C)n(Cc3ccccc3F)c3ccccc23)C1=O
6.3	CCOC(=O)CC(NC(=O)Cn1nnc(-c2ccc(C(F)(F)F)cc2)n1)c1ccc(C)cc1 (stereo unspecified)
-1.0	CCC(C)NC(=O)c1ccccc1NC(=O)C1CCN(S(=O)(=O)Cc2ccccc2)CC1 (stereo unspecified)
-3.9	CC(C)N1CCC(N2CCN(Cc3ccccc3O)CC2CCO)CC1 (stereo unspecified)
2.3	Cc1ccc2oc(C(=O)Nc3nc(-c4ccc(S(=O)(=O)N5CCOCC5)cc4)cs3)c(C)c2c1
-0.9	CC1CCCc2c1nc(N)c(C#N)c2-c1ccc2c(c1)OCO2 (stereo unspecified)
8.5	CC(c1cc(Cl)ccc1Sc1ccccc1Cl)N1CCN(C)CC1 (stereo unspecified)
11.6	Cc1ccc(C)c(Nc2nc(-c3ccccc3)c3cc(Br)ccc3n2)c1
1.6	CCN1CCN(S(=O)(=O)c2cc(Cl)c(C)cc2OC)CC1
7.7	COc1cc(C(C)=O)ccc1OCC(O)CN1CCN(c2ccccc2)CC1 (stereo unspecified)
2.3	CCNc1nc(NC(C)C)nc(SCCOc2ccccc2)n1
-7.9	COc1ccccc1NC(=O)c1ccccc1NC(=O)C1CCCCC1C(=O)O (stereo unspecified)
2.3	CCOc1ccc(C(C2C(=O)C=C(C)N(CCOC)C2=O)N2CCN(c3ccc(F)cc3)CC2)cc1 (stereo unspecified)
0.1	COc1ccc(CCNC(=O)Cc2ccc(NC(=O)N3CCSc4ncccc43)cc2)cc1OC
-9.6	O=C(N=C1N=C(c2cccc3ccccc23)CS1)c1ccc(Cl)cc1
-5.0	COc1ccc(NC(=O)C2CCN(S(=O)(=O)c3c(C)noc3/C=C/c3cccs3)CC2)cc1Cl
1.1	COc1ccc(CCNC(=O)Cn2ncc3c(C)n(Cc4ccccc4F)c(C)c3c2=O)cc1OC
1.0	Cc1cc2[nH]c(=O)[nH]c2cc1S(=O)(=O)N1CCCCC1
-11.0	CC(CC(C)=Nc1cccc2ccccc12)=Nc1cccc2ccccc12
-9.2	CC(=O)Nc1cc2nsnc2c2nsnc12
-1.5	COCCCNC(=O)c1c(-c2ccccc2)c(-c2ccccc2)nn(C)c1=O
13.4	COC(=O)c1c(NC(=O)C2C3CCC(O3)C2C(=O)O)sc2c1CCCCCC2 (stereo unspecified)
6.3	COc1ccc(CCNC(=O)C2CCCN(c3nc4c(C)cc(C)cc4s3)C2)cc1OC (stereo unspecified)
3.6	COc1ccc(-c2csc(=Nc3c(C)n(C)n(-c4ccccc4)c3=O)n2C(C)(C)C)cc1
-2.2	COc1ccccc1C(=O)n1nc(-c2ccccc2)nc1NCc1ccc(Cl)cc1
12.2	CC(=O)c1ccc(NC(=O)COc2ccccc2-c2nc(-c3ccc(C)cc3)no2)cc1
0.8	O=C(Cn1c(SCCOc2ccccc2)nc2ccccc21)N1CCOCC1
-5.9	COc1cc(/C=N/NC(=O)N/N=C/c2ccc(O)c(OC)c2)ccc1O
0.6	O=C1CSC(c2ccc(Cl)cc2)N1 (stereo unspecified)
1.5	CCOC(=O)C1=C(C)N(C)C(=S)NC1c1ccc(OC)c(OC)c1 (stereo unspecified)
-9.1	O=S(=O)(c1ccc(Cl)c(Cl)c1)N1CCOCC1

Structural class: the entries above with two or more sulfur atoms.
RBX1-CUL1 inh	SMILES
5.2	CN(c1ccccc1)S(=O)(=O)c1nnc(NC(=O)c2ccco2)s1
4.4	CCOC(=O)c1c(NC(=S)NC(NC(=O)c2ccccc2C)C(Cl)(Cl)Cl)sc2c1CCCC2 (stereo unspecified)
6.1	CCCS(C)=NS(=O)(=O)c1ccc(C)cc1 (stereo unspecified)
6.0	CC1=Nn2c(CSc3ccccc3)nnc2SC1
-2.6	CCc1cccc(C)c1NC(=O)CSc1nc2ccccc2s1
-14.0	Cc1cc(C)cc(NC(=O)CSc2nnc(NC(=O)c3ccccc3Br)s2)c1
15.7	COc1ccc(C2=NN(S(C)(=O)=O)C(c3cccs3)C2)cc1 (stereo unspecified)
-1.3	Cc1ccc(O)c(NC(=O)C2=CC(c3cccs3)=NS(=O)(=O)N2C)c1
4.8	Brc1cc2sc(Br)c(Br)c2s1
2.3	Cc1ccc2oc(C(=O)Nc3nc(-c4ccc(S(=O)(=O)N5CCOCC5)cc4)cs3)c(C)c2c1
-5.0	COc1ccc(NC(=O)C2CCN(S(=O)(=O)c3c(C)noc3/C=C/c3cccs3)CC2)cc1Cl
-9.2	CC(=O)Nc1cc2nsnc2c2nsnc12
